Source: PubChem BioAssay
JMJD2C inh = inhibitors of human GASC-1 (JMJD2C) demethylase; Q9H3R0; GST-JMJD2C(1-420) H3K9me3 demethylation, DELFIA europium; inhibition, % at 2.35 µM; 0.069% of 330,000 active; AID 2099;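 active means more than half of a compound's replicate wells show inhibition beyond 50%, single wells judged on their own value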;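 further: signal counts dimethyl H3K9 product captured on neutravidin plate; 0% = median of DMSO wells and 100% = 0.3 times that DMSO median; strong numbers were not always called active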
Fh CTSL1 inh = cathepsin L1 inhibition, PFM18AAP counter-screen | recombinant F. hepatica cathepsin L1, Z-Leu-Arg-MCA fluorescence | inhibition, % at 5.96 µM | 0.49% of 300,000 active;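 active means inhibition above the mean of all tested compounds plus 3 SD, set per screening campaign, cut at about 17% in these data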;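 further: 0% = plate median of test compound wells and 100% = 1 µM Z-Phe-Ala-diazomethylketone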
EBNA-1 inhibitor = blocks EBNA-1 binding to DNA; EBNA-1 DNA binding, fluorescence polarization; inhibition, % at 14.8 µM; 0.34% of 300,000 active; AID 1950; in the data active means inhibition above about 28%
CR mimetic SO = yeast age-related superoxide inhibition as caloric restriction mimetic. S. cerevisiae aged cells, superoxide DHE fluorescence; hits give low values. superoxide response (% of plate mean), % at 10 µM. 0.18% of 330,000 active;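 active means superoxide response under a set limit, about three screen SD below normal, cut at about 65% in these data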;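 further: yeast aged for seven days with compound at 30 °C before DHE staining; 100% = average MFI of all compound-treated wells on the plate with controls excluded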
PP1 counter = PP1-alpha (human) inhibition in PP5 counter-screen. purified PP1alpha, OMFP fluorescence. inhibition, % at 6.7 µM. P62136. 0.9% of 320,000 active. AID 2235;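 active means inhibition above the mean inhibition of all tested compounds plus 3 SD, computed separately for each screening campaign, cut at about 15% in these data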
Target sequence (P62136 whole entry, looked up): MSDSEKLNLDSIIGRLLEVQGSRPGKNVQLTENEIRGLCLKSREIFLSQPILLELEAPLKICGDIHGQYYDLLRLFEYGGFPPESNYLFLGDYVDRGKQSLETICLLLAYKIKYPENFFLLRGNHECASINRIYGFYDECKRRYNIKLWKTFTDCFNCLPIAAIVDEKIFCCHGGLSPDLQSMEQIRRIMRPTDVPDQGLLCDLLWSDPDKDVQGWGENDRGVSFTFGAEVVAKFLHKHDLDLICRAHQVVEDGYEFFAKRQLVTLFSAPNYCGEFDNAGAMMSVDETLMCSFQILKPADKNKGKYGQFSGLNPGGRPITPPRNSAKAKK
ZTA DNA inh = ZTA (EBV) inhibition in EBNA-1 counter-screen | P03206 | ZTA-DNA binding, fluorescence polarization | inhibition, % at 11 µM | 0.15% of 320,000 active | AID 2234; in the data active means inhibition above about 33%
Target sequence (P03206 whole entry, looked up): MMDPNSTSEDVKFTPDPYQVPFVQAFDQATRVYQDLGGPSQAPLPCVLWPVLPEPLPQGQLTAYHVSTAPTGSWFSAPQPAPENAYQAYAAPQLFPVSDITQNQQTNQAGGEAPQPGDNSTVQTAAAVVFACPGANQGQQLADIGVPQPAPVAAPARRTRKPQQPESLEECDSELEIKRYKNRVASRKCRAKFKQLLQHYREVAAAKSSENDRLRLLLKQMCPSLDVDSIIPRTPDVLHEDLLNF
TPT1 inh = blocks Candida albicans tRNA 2'-phosphotransferase; recombinant caTPT1, FP RNA substrate dephosphorylation; inhibition, % at 5 µM; 0.81% of 300,000 active;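 active means inhibition above the mean of all tested compounds plus 3 SD, set per screening campaign, cut at about 24% in these data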;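 further: plate controls were DMSO alone for no effect and ferristatin control at 100 nM for full effect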
HCV core dimer = HCV core protein dimerization inhibition. TR-FRET GST/Flag-core106 dimerization, 1536-well. inhibition, % at 5 µM. AID 1899. 0.33% of 300,000 active;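 active means inhibition above the mean of all tested compounds plus 3 SD, set per screening campaign, cut at about 45% in these data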
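System: GST/Flag-tagged HCV core106 proteins. Incubation: compound-protein-antibody incubation 4 h at 22.5 °C. Technique: HTRF with 340 nm excitation, 617/671 nm emission. Medium: KF-containing HEPES buffer, pH 7.45, DTT, CHAPS, BSA. Read-out: inhibition (%) from 671 over 617 nm ratio. Also added: Eu(K)-anti-GST 90 ng/mL plus XL665-anti-Flag 1 µg/mL.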
PP5 inh = PP5 (human) phosphatase inhibition. inhibition, % at 6.7 µM. 0.18% of 320,000 active. AID 1987. purified PP5c, OMFP substrate fluorescence;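 active means inhibition above the campaign's mean inhibition across all tested compounds plus 3 SD, cut at about 9.5% in these data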;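 further: 0% = DMSO only and 100% = 100 µM cantharidin control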
Target sequence (P53041 whole entry, looked up): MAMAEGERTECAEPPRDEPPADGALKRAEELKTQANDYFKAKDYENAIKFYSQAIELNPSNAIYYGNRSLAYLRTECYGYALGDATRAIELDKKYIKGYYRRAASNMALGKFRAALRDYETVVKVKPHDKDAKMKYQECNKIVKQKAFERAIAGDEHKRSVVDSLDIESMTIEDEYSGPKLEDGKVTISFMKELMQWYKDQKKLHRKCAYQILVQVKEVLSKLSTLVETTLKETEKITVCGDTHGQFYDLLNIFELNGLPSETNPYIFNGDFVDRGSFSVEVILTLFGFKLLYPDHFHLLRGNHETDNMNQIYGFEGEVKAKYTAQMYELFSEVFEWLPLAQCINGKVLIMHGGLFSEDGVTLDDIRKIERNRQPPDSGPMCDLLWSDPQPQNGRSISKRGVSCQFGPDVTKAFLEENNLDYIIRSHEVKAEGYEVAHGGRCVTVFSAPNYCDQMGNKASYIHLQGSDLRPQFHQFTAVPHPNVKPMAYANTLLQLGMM
The depositor's hits bear a star; nt = not tested or not shown; & = joins results of further samples.

SMILES	JMJD2C inh	Fh CTSL1 inh	EBNA-1 inhibitor	CR mimetic SO	PP1 counter	ZTA DNA inh	TPT1 inh	HCV core dimer	PP5 inh
C=CCn1c(-c2ccccc2)c[nH]c1=S	5	1	8	92	-2	6	-3	-8	-1.5
Cc1ccc(S(=O)(=O)NCC(=O)OCC(=O)Nc2cccc(S(=O)(=O)NC3=NCCCCC3)c2)cc1C	-9	-23	3	102	1	3	2	1	-0.3
Oc1ccccc1/C=N/NC1=NCCCCC1	-8	-1	-8	125	-4	0	1	5	3.4
COC(=O)CC1C(=O)NCCN1C(=S)Nc1cc(C)cc(C)c1 (configuration not stated)	-1	4	-4	100	4	-7	-3	-17	1.6
O=C(NCC1CCCN(Cc2ccc3c(c2)OCCO3)C1)c1ccc2c(c1)OCO2 (configuration not stated)	-3	-1	12	109	-4	11	-1	1	0.2
CC1Sc2ccc(S(=O)(=O)CCC(=O)NC3CCCC(C)C3C)cc2NC1=O (configuration not stated)	5	1	2	109	0	-9	-2	-12	-1.0
CC(C)(C)C1CCC(=O)N(CCOc2ccccc2)CC1 (configuration not stated)	1	4	2	105	2	6	-4	10	2.8
C=CCNC(=S)N/N=C/c1ccc(OCc2ccccc2Cl)cc1	-1	-2	12	95	5	13	0	6	1.8
COc1cc(/C=N/n2c(C)nnc2C)cc(OC)c1OC	3	0	9	103	0	-13	3	-4	2.1
CCCCCn1c(N2CCC(C(N)=O)CC2)nc2c1c(=O)[nH]c(=O)n2C	-27	-4	-3	90	-3	4	-4	-2	1.2
COc1cc(C(c2c(C)n(C)n(-c3ccccc3)c2=O)c2c(C)n(C)n(-c3ccccc3)c2=O)cc(Br)c1O	-8	-2	-14	101	-6	-5	0	-6	4.6
CCN(CC)CCn1cnc2c1c(=O)n(CCOC(=O)c1cc(OC)c(OC)c(OC)c1)c(=O)n2C	-10	5	-9	82	-4	-15	0	-5	0.9
CCC1(c2ccc(F)cc2)NC(=O)N(CC(=O)Nc2ccc(N3CCCCC3)cc2)C1=O (configuration not stated)	4	5	0	86	0	1	-1	-2	-1.5
COCCn1c(=NC(C)=O)sc2cc([N+](=O)[O-])ccc21	-7	1	-9	82	-1	-6	-4	-8	-0.2
COC(=O)c1cc(NC(=O)CSc2nnc(N)s2)ccc1Cl	3	0	-10	105	2	12	0	-3	2.7
C[C@H](NC(=O)c1nc[nH]c1C(=O)NC1CCN(C(=O)OC(C)(C)C)CC1)C(=O)OCc1ccccc1	20	15	16	101	5	-7	-2	-16	-2.4
c1ccc2c(c1)ccc1ncccc12	-2	0	15	104	-3	-22	-1	-5	2.8
CCCCOCCCNC(=O)N[C@@H](CC(C)C)C(=O)O	-5	2	-9	85	-2	-7	-1	-1	1.1
CN(C)S(=O)(=O)Oc1cccc(C(=O)Nc2cccc(Cl)c2)c1	-9	2	11	108	3	9	-5	4	3.5
CC(Nc1nc(-c2ccc(F)cc2)cs1)c1nc2cc(Cl)c(Cl)cc2n1CCOCCO (configuration not stated)	-12	0	4	95	5	4	3	-4	0.6
CC1CCN(c2nc3ccccc3nc2C(C#N)C(=O)NC2CCCCC2)CC1 (configuration not stated)	-3	1	-3	96	0	0	2	-1	-0.9
O=C(CSc1ccc(-c2ccco2)nn1)N1CCCCCC1	19	8	-1	95	5	-4	-2	2	0.5
O=C(Nc1ccccc1)O/N=C1/CCCc2occc21	-10	2	-12	110	-4	-2	0	-6	-0.7
Cc1ccc(CNS(=O)(=O)c2ccc(C(C)(C)C)cc2)n1C	-1	5	3	115	5	-18	3	11	4.3
COc1ccccc1NC(=O)CCNS(=O)(=O)c1ccc2c(c1)CC(C)N2C(=O)C1CC1 (configuration not stated)	-24	2	3	105	2	17	0	7	-0.1
CCN(CC)C(=O)C1CCN(Cc2ccc(OCc3ccccc3)cc2)CC1	7	3	2	95	2	6	2	-1	1.5
CC(C)CC(=O)N1CCN(Cc2ccc(Br)cc2)CC1	-9	-2	-6	105	-4	-18	0	-67	0.9
Cc1ccc(OCC(=O)N2CCN(S(=O)(=O)c3ccc(Cl)cc3)CC2)c([N+](=O)[O-])n1	6	-1	-4	99	3	3	-4	-4	-1.4
COc1ccccc1NC(=O)C(C)NS(=O)(=O)c1ccc(Cl)cc1 (configuration not stated)	-10	-3	-6	105	0	3	-2	1	3.1
COc1ccc(CCNC(=O)c2cccc3ccccc23)cc1OC	-4	-1	-11	100	0	0	1	-7	-0.6
CCN(CC)S(=O)(=O)c1cccc(C(=O)OCC(=O)Nc2ccccc2OC(F)F)c1	3	-5	5	87	-2	-13	0	-1	2.1
COc1ccc(C2Nc3ccccc3C(=O)N2NS(=O)(=O)c2ccc(C)cc2)c(OC)c1 (configuration not stated)	-13	1	2	83	-1	-10	2	13	3.5
CC(=O)NCCc1nc(-c2ccc(Cl)cc2)no1	2	0	-9	108	2	-28	1	-11	-7.6
Cc1ccc(C(=O)Nc2cccc(-c3ccc(N4CCOCC4)nn3)c2)cc1	-2	-2	3	115	-4	2	5	-4	1.3
COc1cccc(NC(=O)CNC(=O)c2cccs2)c1	-8	-6	-20	93	6	3	1	1	3.1
N#Cc1c(-c2ccc(Br)cc2)nc2n(c1=O)CCCS2	9	1	-12	182	-1	-8	4	1	3.9
Cc1cccc(-c2nnc(SCC(=O)NC3CC3)n2C)c1	9	-1	2	90	-2	15	-4	3	0.8
CCCNc1c(NC(=O)C2CCC(C)CC2)c(=O)oc2ccccc12 (configuration not stated)	-3	4	-3	108	6	-16	1	-1	1.6
Cc1cccc(CS(=O)(=O)Cc2ccc(C(=O)NCc3ccco3)o2)c1	3	-6	1	100	0	0	5	-4	-2.3
Cc1ccc(C)c(N2CCN(S(=O)(=O)c3ccc(-c4cc(C)no4)s3)CC2)c1	-4	1	-11	130	-2	4	8	2	4.2
CCOc1ccccc1NC(=O)CCNS(=O)(=O)c1cccc2nsnc12	6	0	7	102	-4	6	2	-5	-3.1
CC(=O)NCC(O)c1ccc([N+](=O)[O-])cc1 (configuration not stated)	-10	3	7	102	-4	8	0	9	-0.9
CC(=O)Nc1ccc(S(=O)(=O)N2CCC(N3CCCC3)CC2)cc1	5	-1	1	91	0	1	-4	2	-1.4
Cc1cnc(NC(=O)COc2cccc3c2OC(C)(C)C3)s1	-5	0	9	95	-2	14	1	5	-0.9
CCCNC(=O)COC(=O)c1cc2c(=O)n3ccccc3nc2s1	3	-1	-4	100	-3	-2	-4	-3	0.7
CCc1ccc(NS(=O)(=O)c2cc(OC)ccc2OC)cc1	0	-2	13	92	-2	-8	0	2	0.9
COc1ccccc1C1C(C(C)=O)=C(O)C(=O)N1CCc1ccccc1 (configuration not stated)	-12	-3	1	95	3	11	-2	7	3.7
Cc1c(NC(=O)c2ccccc2N)cccc1C(=O)O	7	0	2	95	3	1	-1	-3	-0.2

Limited to HCV core dimer (2 entries from above):
SMILES	HCV core dimer
Cc1cccc(-c2nnc(SCC(=O)NC3CC3)n2C)c1	3
Cc1ccc(C)c(N2CCN(S(=O)(=O)c3ccc(-c4cc(C)no4)s3)CC2)c1	2

Additional compounds follow:
SMILES	JMJD2C inh	Fh CTSL1 inh	EBNA-1 inhibitor	CR mimetic SO	PP1 counter	ZTA DNA inh	TPT1 inh	HCV core dimer	PP5 inh
N#C/C(=C\c1ccc(-c2ccccc2[N+](=O)[O-])o1)C(N)=O	15	0	6	99	1	0	-3	0	1.0
c1ccc(COc2ccc(Nc3ncnc4nc[nH]c34)cc2)cc1	-3	0	-8	102	4	-5	0	-1	4.5
Nc1nc(CSC(=S)N2CCCCC2)nc(Nc2ccccc2)n1	2	-2	8	104	-1	14	-1	0	1.8
CC1CCCCC1NC(=O)COC(=O)COc1ccc(Cl)cc1 (configuration not stated)	-6	-10	-3	90	3	-16	0	-5	2.2
Cc1ccn2c(=O)c(C(=O)NCCC3=CCCCC3)c(O)nc2c1	8	2	-3	105	1	-5	-2	-2	-1.8
Cc1ccc(C(=O)NNC(=O)C(NC(=O)c2cccc(C)c2)C(C)C)cc1 (configuration not stated)	0	nt	nt	90	-2	-9	nt	nt	3.2
COc1ccc(C2/C=C\CN(C(=O)Oc3ccc(C(F)(F)F)cc3)CC(=O)N2Cc2ccc(F)cc2)cc1 (configuration not stated)	-1	0	3	90	2	-19	-1	5	5.2
O=C(c1c[nH]c(C(=O)N2CCN(Cc3ccccc3)CC2)c1)C1CCCCC1	4	4	-3	117	-2	-24	0	-2	1.1
O=C(CCc1nc2ccccc2[nH]c1=O)N/N=C/c1ccccc1	-10	1	-5	112	3	6	3	3	2.2
COc1cc(C(=O)NCC(C)C)cc(OC)c1OC	-14	0	-8	99	-1	-6	1	-3	-0.4
CCc1cccc2c(C(=O)CSc3nncn3C)c[nH]c12	22	0	3	96	-4	14	-1	3	0.9
COc1ccc(C(=S)N2CCCC2)cc1	7	1	13	95	-2	-13	-1	-1	1.6

Full records, quoted from the list. Values in the order: JMJD2C inh | Fh CTSL1 inh | EBNA-1 inhibitor | CR mimetic SO | PP1 counter | ZTA DNA inh | TPT1 inh | HCV core dimer | PP5 inh
COc1cccc(NC(=O)CNC(=O)c2cccs2)c1 across the screens: -8 | -6 | -20 | 93 | 6 | 3 | 1 | 1 | 3.1
CCN(CC)CCn1cnc2c1c(=O)n(CCOC(=O)c1cc(OC)c(OC)c(OC)c1)c(=O)n2C across the screens: -10 | 5 | -9 | 82 | -4 | -15 | 0 | -5 | 0.9
CC(=O)NCCc1nc(-c2ccc(Cl)cc2)no1 across the screens: 2 | 0 | -9 | 108 | 2 | -28 | 1 | -11 | -7.6
O=C(Nc1ccccc1)O/N=C1/CCCc2occc21 across the screens: -10 | 2 | -12 | 110 | -4 | -2 | 0 | -6 | -0.7
COc1ccccc1NC(=O)CCNS(=O)(=O)c1ccc2c(c1)CC(C)N2C(=O)C1CC1 (configuration not stated) across the screens: -24 | 2 | 3 | 105 | 2 | 17 | 0 | 7 | -0.1

(next part)
SMILES	JMJD2C inh	Fh CTSL1 inh	EBNA-1 inhibitor	CR mimetic SO	PP1 counter	ZTA DNA inh	TPT1 inh	HCV core dimer	PP5 inh
CCn1c(SCC(=O)Nc2ccc(NC(=O)c3ccco3)c(OC)c2)nc2ccccc2c1=O	2	1	-5	104	1	3	1	16	2.9
CCN1C(=O)[C@@H]2Cc3c([nH]c4ccccc34)C(c3cc(OC)c(OC)c(OC)c3)N2C1=S (some centres not stated)	-22	-4	7	91	-3	-5	58*	4	-0.3
Cc1cc(C)c2cc(C(=O)N(C)C3CCN(C)CC3)[nH]c2c1	2	1	2	96	-7	-7	-1	4	-1.8
CCC(C)(C)n1nnnc1CN(Cc1cccs1)Cc1cc2cc(OC)ccc2[nH]c1=O	-4	-1	11	97	4	-10	-5	-7	3.1
O=C(OCc1c(-c2ccccc2)ncc2ccccc12)c1ccc(Br)cc1	3	nt	nt	88	-1	-1	nt	nt	1.1
CNC(=O)C(=O)NCC1OCCCN1S(=O)(=O)c1ccc(F)cc1C (configuration not stated)	-4	1	-4	113	-1	5	-1	-3	1.8
O=C(CCSc1nc(-c2ccco2)cc(C(F)(F)F)n1)N1CCCc2ccccc21	7	5	-9	101	4	5	6	12	0.9
O=C(Nc1nc(-c2ccc(F)c(F)c2)cs1)Nc1ccc(F)cc1F	2	0	-6	102	5	-3	1	19	1.3
Cc1cccc(NC(=O)C(C)Sc2nnc(-c3cccnc3)o2)c1 (configuration not stated)	-10	nt	nt	86	-2	4	nt	nt	0.3
Cc1sc(NC(=O)c2ccccc2)c(C(=O)NC(C)C)c1C	1	-2	2	106	-4	6	-2	4	-2.5
COc1cc(C)c(S(=O)(=O)N2CCCC2)cc1C(C)C	-20	0	-4	91	-1	-16	2	2	1.7
Cc1cc(C)n(-c2n[nH]c(=O)c3ccccc23)n1	2	3	-5	113	-2	-3	-3	0	-0.2
COc1ccc(C(=O)N(Cc2ccco2)C(C(=O)NC2CCCC2)c2ccc(O)cc2)cc1OC (configuration not stated)	3&0	-5	-6	78	-1	-14	-1	-2	4.3
